GPR151 activ: activators of human GPR151, primary screen, cell-based, PathHunter beta-arrestin, luminescence; G-protein coupled receptor 151 (Homo sapiens), Q8TDV0; PathHunter beta-arrestin GPR151 cells; 650,000 compounds, 1% hits; activation, % at 11.2 µM; in the data active = activation above about 4.9%;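 note: 0% = median of compound wells and 100% = cells with positive control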
MITF inh: MITF inhibitors, primary screen, biochemical, AlphaScreen, human; Microphthalmia-associated transcription factor (Homo sapiens), O75030; AlphaScreen MITF homodimerization, bead proximity signal; inhibition, % at 2.6 µM; 650,000 compounds, 0.91% hits; AID 1259374, 2018; in the data active = inhibition above about 50%;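 note: 0% = vehicle wells with protein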
TEAD-YAP inh: TEAD-YAP interaction inhibition, primary screen, TEAD-YAP interaction inhibitor project, luminescence, HEK-TIYL cells; TEAD-Gal4/YAP UAS-luciferase luminescence; inhibition, % at 9.12 µM; 640,000 compounds, 1.4% hits; in the data active = inhibition above about 32%;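 note: 0% = median of test compound wells and 100% = reference inhibitor wells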
FBW7 act: FBW7 E3 ligase activators, primary screen, biochemical, AlphaScreen, human; F-box/WD repeat-containing protein 7 (Homo sapiens), Q969H0; AlphaScreen FBW7–phospho-cyclin E peptide binding, activator screen; normalized activity (activation), % at 26.1 µM; 650,000 compounds, 0.13% hits; in the data active = normalized activity above about 1.9%;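 note: purified mutant Fbw7 with reduced substrate affinity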
Target sequence (Q969H0 whole entry, looked up): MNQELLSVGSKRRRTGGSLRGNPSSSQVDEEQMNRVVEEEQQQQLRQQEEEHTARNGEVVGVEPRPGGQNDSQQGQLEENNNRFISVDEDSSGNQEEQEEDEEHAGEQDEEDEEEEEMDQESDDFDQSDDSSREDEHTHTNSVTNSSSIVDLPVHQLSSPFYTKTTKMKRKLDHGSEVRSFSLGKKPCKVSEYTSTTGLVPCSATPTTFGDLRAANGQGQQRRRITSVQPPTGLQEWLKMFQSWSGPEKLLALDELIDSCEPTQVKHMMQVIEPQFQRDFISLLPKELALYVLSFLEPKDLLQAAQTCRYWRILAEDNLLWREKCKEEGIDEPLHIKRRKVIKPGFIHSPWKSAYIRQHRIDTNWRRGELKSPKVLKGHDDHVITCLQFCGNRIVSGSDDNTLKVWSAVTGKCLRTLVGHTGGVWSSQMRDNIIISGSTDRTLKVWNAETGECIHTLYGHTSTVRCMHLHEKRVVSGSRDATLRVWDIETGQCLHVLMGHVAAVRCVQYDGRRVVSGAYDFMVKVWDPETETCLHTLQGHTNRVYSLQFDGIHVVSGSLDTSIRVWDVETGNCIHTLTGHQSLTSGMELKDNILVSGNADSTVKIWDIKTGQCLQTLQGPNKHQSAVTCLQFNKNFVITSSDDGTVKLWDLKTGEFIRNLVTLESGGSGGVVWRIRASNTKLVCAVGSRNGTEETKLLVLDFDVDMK
An asterisk follows results filed as active.

1	O=C(CN1CCOCC1)Nc1cc(Cl)ccc1Cl
2	CCN(CC)c1ccc(C2C(C(=O)OCc3ccccc3)=C(C)NC3=C2C(=O)CCC3)cc1 (centres undefined)
3	Cc1cccc(-n2c(CNC(=O)c3ccc(S(=O)(=O)N4CCCC4)cc3)n[nH]c2=S)c1
4	COc1cccc(OCCOc2ccc(/C=C3/C(=N)N4C(c5ccccc5)=CSC4=NC3=O)cc2OC)c1
5	CC(=O)N1CCN(S(=O)(=O)c2ccccc2)CC1
6	Cn1c(Cc2ccccc2)nnc1SCC(=O)NC1CC1

Compound	1	2	3	4	5	6
GPR151 activ	-1.3	0.4	1.6	0.1	1.0	-0.1
MITF inh	11	5	1	5	4	4
TEAD-YAP inh	5	7	-3	-9	3	1
FBW7 act	-0.1	0.0	0.0	-0.1	-0.1	0.0

7	CCN(CC)c1ccc(/C=C2\SC(=S)N(CCCC(=O)O)C2=O)cc1
8	Nc1ccc(-c2nc3ncc(Cl)cc3[nH]2)cc1
9	COc1cccc(NC(=O)CN(c2ccccc2OC)S(=O)(=O)c2ccc(C)cc2)c1
10	Nc1c(C(=O)Nc2ccc(Cl)cc2)nnc2cc(-c3ccc(Cl)cc3)nn12
11	FC(F)(F)c1cccc(CNc2nc(NCc3cccnc3)nc3c2ncn3C2CCCCC2)c1
12	Cc1noc(C)c1S(=O)(=O)NCC(c1ccco1)N(C)C (centres undefined)

Compound	7	8	9	10	11	12
GPR151 activ	-0.7	-2.3	1.1	-0.3	-0.8	-2.2
MITF inh	24	8	0	82*	15	8
TEAD-YAP inh	92*	35*	3	5	10	11
FBW7 act	0.2	0.2	0.0	0.0	0.2	0.0

13	COc1cc2nc(-c3cccc(C(C)=O)c3)nc(Nc3ccccc3)c2cc1OC
14	Cc1cc(-c2nc(Nc3ccc(-n4cnc(N5CCOCC5)n4)cc3)ncc2Cl)no1
15	CCn1c(SCC(=O)N2CCCCC2)nc2c(c1=O)SC(C)C2 (centres undefined)
16	COc1ccc2nc3sc(C(=O)N4CCCC4)cc3cc2c1
17	O=C(NC12CC3CC(CC(C3)C1)C2)c1nn2c(C(F)(F)F)cc(-c3ccccc3)nc2c1Br
18	Cc1ccc(C(=O)Nc2ccccc2C(=O)N2CC(C)OC(C)C2)cc1 (centres undefined)

Compound	13	14	15	16	17	18
GPR151 activ	1.2	1.5	-0.8	-2.4	-0.6	-0.9
MITF inh	11	11	-16	1	-1	-11
TEAD-YAP inh	9	39*	1	-49	4	-11
FBW7 act	0.0	-0.5	0.1	-0.1	0.0	0.3

19	COc1ccccc1NC(=O)CNCCCN1CCOCC1
20	O=C1COc2cc(-c3c(N(CCc4ccccc4)Cc4ccccc4)c(=O)c3=O)ccc2N1
21	CCOC(=O)C(CC)Sc1ncnc2c1c(-c1ccccc1)cn2-c1ccc(OC)cc1 (centres undefined)
22	CCn1cc(C(=O)Nn2cnnc2)c(=O)c2ccc(C)nc21
23	N#Cc1cccc(C(=O)OCC(=O)Nc2ccc3[nH]c(=O)[nH]c3c2)c1
24	O=c1[nH]c(=O)n(Cc2ccccc2)c(O)c1N=Nc1ccc([N+](=O)[O-])cc1

Compound	19	20	21	22	23	24
GPR151 activ	3.6	-0.8	-0.9	0.6	4.0	-0.3
MITF inh	61*	4	-7	-3	-3	0
TEAD-YAP inh	-4	6	-8	17	12	-3
FBW7 act	0.1	-0.1	0.0	0.1	0.0	-0.2

Continued; it opens with the 2 that closed the last part.
23	N#Cc1cccc(C(=O)OCC(=O)Nc2ccc3[nH]c(=O)[nH]c3c2)c1
24	O=c1[nH]c(=O)n(Cc2ccccc2)c(O)c1N=Nc1ccc([N+](=O)[O-])cc1
25	CCOC(=O)c1sc(N2C(=O)C(=O)/C(=C(/O)c3ccc(C)cc3)C2c2ccc(C(C)(C)C)cc2)nc1C (centres undefined)
26	Cc1noc(C)c1CSc1nnnn1-c1ccc(Cl)cc1
27	COc1ccccc1C1(CC#N)CCOC(C)(C)C1 (centres undefined)
28	CCN1CCN(C(=O)CN2N=C(c3ccccc3)CCC2=O)CC1
29	O=C(Nc1c2c(nn1-c1cccc(Cl)c1)CSC2)C1(c2ccc(Cl)cc2)CCCC1
30	Cc1cc(NCCN2CCOCC2)nc(-c2ccc(C(N)=O)cc2)n1

Compound	23	24	25	26	27	28	29	30
GPR151 activ	4.0	-0.3	0.2	-1.0	-0.4	0.7	-0.2	2.4
MITF inh	-3	0	-3	9	15	11	-10	12
TEAD-YAP inh	12	-3	5	6	-9	1	-3	9
FBW7 act	0.0	-0.2	0.1	0.1	0.5	0.0	-0.1	0.1

31	CCN(Cc1ccccc1)S(=O)(=O)c1ccc(NC(C)=O)cc1
32	c1ccc2[nH]c(CNc3ccnc(-c4csc5ccccc45)n3)nc2c1
33	O=C(CC(NCCc1c[nH]c2ccccc12)C(=O)O)c1ccc(F)cc1 (centres undefined)
34	CCOC(=O)N1CCC(n2c(SCc3ccc([N+](=O)[O-])cc3)nc3ccccc3c2=O)CC1
35	COCc1ccc(CN2CCc3nnc(C(C)NC(=O)C(C)C)n3CC2)o1 (centres undefined)
36	O=C(COC(=O)c1ccccc1O)c1ccc(F)cc1

Compound	31	32	33	34	35	36
GPR151 activ	1.9	-0.8	1.1	-1.7	-0.3	-2.3
MITF inh	10	7	-10	-8	0	-18
TEAD-YAP inh	5	-7	10	-7	-4	-54
FBW7 act	0.0	-0.2	-0.1	-0.1	-0.1	0.0

37	CC(=O)OCN1C(=O)N(COC(C)=O)C2C1N(C)C(=O)N2C (centres undefined)
38	OCCC#Cc1ccc(CN2CCN(CCc3ccccc3)C(CCO)C2)cc1 (centres undefined)
39	COCCN=c1scc(-c2cc(OC)ccc2OC)n1/N=C/c1ccc([N+](=O)[O-])o1
40	CSc1ccc2c(c1)CCN(C(=O)CCN1Cc3ccccc3OC(C)C1)C2 (centres undefined)
41	COCCN(Cc1nc(-c2cnccn2)no1)C(C)C
42	C/C(=C/C(=O)C(F)(F)C(F)F)NCCN/C(C)=C\C(=O)C(F)(F)C(F)F

Compound	37	38	39	40	41	42
GPR151 activ	0.1	0.7	0.4	-0.2	-1.5	0.2
MITF inh	-13	-4	39	-13	4	-20
TEAD-YAP inh	-2	7	0	-5	2	7
FBW7 act	-0.1	-0.1	-0.7	-0.1	0.0	-0.3

43	Cn1c(=O)c2c(nc(N3CCN(CCO)CC3)n2CC(=O)c2ccccc2)n(C)c1=O
44	O=C1C(Cc2ccccc2)N=C2c3ccccc3N=C(SCc3cccc(F)c3)N12 (centres undefined)
45	COCc1cc(C)nc2sc(-c3nc4ccccc4[nH]3)c(NC(=O)c3ccco3)c12
46	O=S(=O)(NCCNS(=O)(=O)c1ccc(Cl)cc1)c1ccc(Cl)cc1
47	COc1cc(CNCc2ccc(Cl)cc2)cc(OC)c1OC
48	O=C(O)C/C(=C\c1ccc2c(c1)OCCO2)c1nc2ccccc2s1

Compound	43	44	45	46	47	48
GPR151 activ	0.7	0.0	0.1	0.2	1.6	1.8
MITF inh	0	-6	12	16	27	-6
TEAD-YAP inh	13	-28	17	-1	2	0
FBW7 act	-0.2	-0.1	-0.1	0.2	0.0	-0.2

Some of these compounds in order of number of heavy atoms, rising:
36	O=C(COC(=O)c1ccccc1O)c1ccc(F)cc1
37	CC(=O)OCN1C(=O)N(COC(C)=O)C2C1N(C)C(=O)N2C (centres undefined)
31	CCN(Cc1ccccc1)S(=O)(=O)c1ccc(NC(C)=O)cc1
46	O=S(=O)(NCCNS(=O)(=O)c1ccc(Cl)cc1)c1ccc(Cl)cc1
48	O=C(O)C/C(=C\c1ccc2c(c1)OCCO2)c1nc2ccccc2s1
33	O=C(CC(NCCc1c[nH]c2ccccc12)C(=O)O)c1ccc(F)cc1 (centres undefined)
35	COCc1ccc(CN2CCc3nnc(C(C)NC(=O)C(C)C)n3CC2)o1 (centres undefined)
40	CSc1ccc2c(c1)CCN(C(=O)CCN1Cc3ccccc3OC(C)C1)C2 (centres undefined)

Compound	36	37	31	46	48	33	35	40
GPR151 activ	-2.3	0.1	1.9	0.2	1.8	1.1	-0.3	-0.2
MITF inh	-18	-13	10	16	-6	-10	0	-13
TEAD-YAP inh	-54	-2	5	-1	0	10	-4	-5
FBW7 act	0.0	-0.1	0.0	0.2	-0.2	-0.1	-0.1	-0.1

38	OCCC#Cc1ccc(CN2CCN(CCc3ccccc3)C(CCO)C2)cc1 (centres undefined)
44	O=C1C(Cc2ccccc2)N=C2c3ccccc3N=C(SCc3cccc(F)c3)N12 (centres undefined)
43	Cn1c(=O)c2c(nc(N3CCN(CCO)CC3)n2CC(=O)c2ccccc2)n(C)c1=O
34	CCOC(=O)N1CCC(n2c(SCc3ccc([N+](=O)[O-])cc3)nc3ccccc3c2=O)CC1

Compound	38	44	43	34
GPR151 activ	0.7	0.0	0.7	-1.7
MITF inh	-4	-6	0	-8
TEAD-YAP inh	7	-28	13	-7
FBW7 act	-0.1	-0.1	-0.2	-0.1

Later entries.
49	COc1cccc(C(=O)NC(=S)Nc2ccccn2)c1
50	C=CCOC(=O)C1=C(C)NC(=O)NC1c1ccccc1OCC (centres undefined)
51	O=S(=O)(Nn1cnnc1)c1ccccc1
52	CCN1C(=O)CS/C1=C(/C#N)C(N)=O
53	CCC(=O)Oc1ccc2oc(C)c(C(=O)OCCOC)c2c1
54	COc1ccc(/C=C/C(=O)NCC2(c3ccccc3)CCCC2)cc1OC

Compound	49	50	51	52	53	54
GPR151 activ	-2.0	1.3	1.0	0.9	-2.0	0.6
MITF inh	3	16	-10	11	0	14
TEAD-YAP inh	36*	-9	5	5	-16	-12
FBW7 act	0.0	0.0	0.1	0.0	0.4	0.2

55	COc1cccc(N(C)C2=NC3CS(=O)(=O)CC3S2)c1 (centres undefined)
56	Cc1cccc(NC(=O)C2C3C=CC4(O3)C2C(=O)N(Cc2cccs2)C4C(=O)NC2CCCC(C)C2C)c1 (centres undefined)
57	CC1CCC(N(C(=O)c2csnn2)C(C(=O)NC2CCCCC2)c2cccnc2)CC1 (centres undefined)
58	CCN(CCCNC(=O)Cn1cnc2c([nH]c3ccccc32)c1=O)c1cccc(C)c1
59	O=S(=O)(c1ccc(S(=O)(=O)N2CCCN(Cc3ccccc3)C2)cc1)N1CCCC1
60	COc1ccccc1C(=O)N/C(=C\c1ccc([N+](=O)[O-])cc1)C(=O)Nc1ccc(F)c(Cl)c1

Compound	55	56	57	58	59	60
GPR151 activ	-1.0	-0.4	0.5	-0.4	-0.4	1.7
MITF inh	0	12	14	3	8	-7
TEAD-YAP inh	7	1	4	-3	-2	7
FBW7 act	-0.3	0.3	0.0	-0.2	0.2	0.0

61	Cc1ccc(-n2nc(C)c3c(C)c(CCC(=O)NCC4CCCO4)c(C)nc32)cc1 (centres undefined)
62	CC(=O)Nc1ccc(NC(=O)c2ccnc(-c3ccccc3)c2)cc1
63	CCOC(=O)c1sc(NC(=O)Cc2ccccc2[N+](=O)[O-])c(C(=O)OCC)c1C
64	c1ccc2c(c1)OCC(c1csc(C3COc4ccccc4O3)n1)O2 (centres undefined)
65	CC1=C(C(=O)OC(C)C)C(c2ccccc2[N+](=O)[O-])NC(=S)N1 (centres undefined)
66	Cc1sc2nc(C(C)C)n(C3CCN(C(=O)c4ccncc4)CC3)c(=O)c2c1C

Compound	61	62	63	64	65	66
GPR151 activ	-0.6	0.3	0.6	-1.1	0.7	-0.8
MITF inh	-4	-7	-2	-4	4	-21
TEAD-YAP inh	2	-1	-11	-50	5	-9
FBW7 act	-0.1	0.0	-0.1	-0.1	0.0	0.0

67	CC(Sc1nnc(-c2ccccc2Cl)n1C1CCCC1)C(=O)NC(N)=O (centres undefined)
68	N#Cc1ccccc1NC(=O)COC(=O)c1ccc(NC(N)=O)cc1
69	CCn1c(=O)n(CC(=O)Nc2ccccn2)c(=O)c2ccccc21
70	Cn1c(=O)c2c(nc(NCCO)n2Cc2ccccc2Cl)n(C)c1=O
71	c1cc(Nc2ccc(N3CCOCC3)cc2)nc(N2CCN(Cc3ccc4c(c3)OCO4)CC2)n1
72	N#CCCN(CCC#N)S(=O)(=O)c1ccc(F)cc1

Compound	67	68	69	70	71	72
GPR151 activ	3.4	-3.0	0.5	1.2	-0.3	0.2
MITF inh	0	4	13	-10	7	11
TEAD-YAP inh	1	-4	1	14	4	-7
FBW7 act	0.0	-0.1	-0.1	-0.2	-0.2	-0.1

73	O=C(COc1ccc2c(=O)c(Oc3ccccc3F)coc2c1)N1CCc2ccccc21
74	CCC(C)(C)C(=O)Nc1ccc(S(=O)(=O)N2CCC(C)CC2)cc1
75	Cc1cc(C)c(NC(=O)COc2ccc(Cl)cc2Cl)c(C)c1
76	CC1(C)CC(=O)C2=C(C1)Nc1ccccc1N(C(=O)Cc1ccc(F)cc1)C2c1cccs1 (centres undefined)

Compound	73	74	75	76
GPR151 activ	1.4	-0.8	-1.5	-0.1
MITF inh	-2	15	5	6
TEAD-YAP inh	-6	11	-7	1
FBW7 act	-0.1	2.2*	-0.1	0.0

Not a hit list. Share with any hit: about 3.4%.
